# Assay outcomes (PubChem BioAssay)
# TAG inh – inhibitors of triacylglycerol accumulation, primary screen, cell-based, uHTS, fluorescence, H9c2; H9c2 cells, Nile Red lipid (TAG) fluorescence; cells loaded with 200 µM oleic acid; inhibition, % at 12.5 µM; 0.66% of 230,000 active;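 active = pattern-corrected inhibition of lipid staining of at least 50% with the nuclear-stain viability signal not falling by more than 50%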;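 also: 0% = DMSO wells and 100% = triacsin C control wells; some results filed as inactive read as strong as hits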
# TAG inh DAPI viability – further read-out of TAG inh, marked with its call; DAPI nuclei signal change (viability), lower = more cytotoxic, %;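 whole-well DAPI fluorescence read on a plate reader as a viability signal; minus 50 percent equals half of cells still viable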
# The depositor's hits bear a star.
SMILES,TAG inh,TAG inh DAPI viability
CCC(=O)Nc1ccc(/C=C(\C(C)=O)C(=O)c2ccccc2)cc1,5,-4
CCN(Cc1nc2ccccc2c(=O)[nH]1)C(=O)COc1ccccc1Cc1ccccc1,-7,-4
C=CCn1c(SCC(=O)c2cc(C)n(CC3CCCO3)c2C)nnc1-c1ccccc1 (stereo not drawn),10,-10
O=C(COC(=O)/C=C/c1ccc(Cl)cc1)NCCc1ccccc1,2,4
CCOC(=O)Cc1csc(NS(=O)(=O)c2cc(Cl)ccc2Cl)n1,13,-9
COCC(C)n1c(C)cc(C(=O)CSc2nnnn2C2CCCC2)c1C (stereo not drawn),0,-2
O=C(CN1C(=O)C2CCCCN2C(=O)c2ccccc21)N1CCCc2ccccc21 (stereo not drawn),-15,1
CS(=O)(=O)N(CC(=O)N/N=C/c1ccccc1C(=O)O)c1cccc(Cl)c1Cl,-3,3
Cc1coc(C)c1C(=O)CC1(O)C(=O)N(C)c2ccc(Cl)cc21 (stereo not drawn),2,-2
CCOC(=O)c1sc(SCc2ccccc2)c2c1CC(C)(C)CC2=O,-26,-1
Cc1ccc(/C=C2/NC(=O)N(c3ccccc3)C2=O)o1,-15,8
COCC(C)NC(=O)c1cc2cc(OC)ccc2[nH]1 (stereo not drawn),5,-4
Cc1cc(C)c(NC(N)=S)c(C)c1,-2,0
CCCCCN(C(=O)CCC(=O)OCC(=O)N1CCCCC1C)c1c(N)n(CCCC)c(=O)[nH]c1=O (stereo not drawn),-7,5
C#CCn1cnc2c(cnn2-c2ccc(C)c(C)c2)c1=O,-1,-1
CN1CCN(S(=O)(=O)c2cccc(C(=O)Nc3cc(C(F)(F)F)ccc3N3CCCC3)c2)CC1,25,-4
O=C(Nc1ccc(Oc2ccccc2)cc1)c1ccc2sc([C@H]3C[C@H](O)[C@@H](CO)O3)nc2c1,5,-2
CCOC(=O)c1c(C)oc2c1c(C(c1cccnc1)N1CCOCC1)c(O)c1ccccc12 (stereo not drawn),14,3
CCOc1ccc(-c2n[nH]c(=S)o2)cc1,-7,2
CCC(=O)Nc1ccc(C(=O)NNC(=O)c2ccc([N+](=O)[O-])cc2)cc1,4,-3
COc1ccccc1C(=O)CSc1cccc[n+]1[O-],4,3
CCN(CC)CCn1c(/N=C/c2ccc(OC)c(OC)c2)nc2ccccc21,-9,2
CC(C)(C)c1ccc2c(c1)OC(C(=O)N/N=C/c1ccc([N+](=O)[O-])o1)CO2 (stereo not drawn),-40,4
CC(=O)Nc1ccc(CNc2nc3cc(-c4ccsc4)sc3c(=O)n2C)cc1,-4,1
Cc1ccccc1C(=O)N1CCN(c2ccc(NC(=O)c3cccnc3Cl)cc2)CC1,-12,5

# (further entries)
SMILES,TAG inh,TAG inh DAPI viability
CCOC(=O)COc1ccccc1/C=N/Nc1nnc2c3ccccc3n(C)c2n1,-8,-1
CCOC(=O)c1cccc(NC(=O)CSc2nnnn2CC)c1,-12,3
COc1ccc(-n2c(O)c(Cc3ccccc3)c(=O)n3nc(-c4ccccc4)c(=O)cc23)cc1,-11,2
N#C/C(=C/c1cccn1-c1cccc(C(=O)O)c1)c1ccc(Cl)cc1,3,11
CCOc1ccccc1NC(=O)C1CCCN1C(=O)c1cccs1 (stereo not drawn),-3,1
COc1cc(C(=O)N2CCN(S(=O)(=O)c3ccc(C)cc3C)CC2)ccc1OCC(=O)N1CCOCC1,-6,0
CCOC(=O)NN1C(=O)c2ccccc2NC1c1ccc(OC)cc1OC (stereo not drawn),-1,6
Cc1cccc(-c2nc3c(c(SCC(N)=O)n2)CCCC3)c1,11,-3
Cc1ccc(C(C(=O)NC(C)(C)C)N(Cc2ccco2)C(=O)Cn2nnc(-c3cccs3)n2)cc1 (stereo not drawn),20,6
O=C(COC(=O)c1ccc(O)cc1O)NC1CC1,7,-4
COc1ccc2nc3c(c(-c4ccccc4)c2c1)CCC3,10,1
CC(C)[C@@H]1CC[C@@H](C)C[C@H]1OC(=O)C[n+]1cc(-c2ccc(Cl)cc2)n2c1CCCCC2,80*,-26*
COc1ccc(Nc2cc(C(=O)NCCCN3CCOCC3)c3ccccc3n2)cc1OC,6,8
N#Cc1ccccc1NC(=O)CNc1cc(S(=O)(=O)N2CCOCC2)ccc1NCC1CCCO1 (stereo not drawn),4,-1
Cc1ccc(C(=O)COC(=O)c2cn(-c3ccccc3)nc2-c2ccccc2)cc1[N+](=O)[O-],-4,10
Cc1cccc(OC(=O)n2c(=S)oc3cc(Cl)ccc32)c1,7,-2
CC(=O)Nc1nc(-c2cc([N+](=O)[O-])cs2)cs1,34,-11
O=C(NC(=S)NCc1ccco1)c1cccc(Cl)c1,1,0
C[C@@H]1CCCCO[C@H](CN(C)Cc2ccc3c(c2)OCO3)[C@H](C)CN([C@@H](C)CO)C(=O)c2cc(NC(=O)c3ccccc3)ccc2O1,17,-9
CC(C)c1ccc(NC(=S)NC2CC3C=CC2C3)cc1 (stereo not drawn),-4,3
Cc1ccc(OC(C)C(=O)Nc2ccccc2C(=O)N2CCN(C)CC2)cc1 (stereo not drawn),-3,4
O=C(CCCC(=O)NCc1ccc(F)cc1)NCc1ccc(F)cc1,-12,6
Cc1cc(=O)n(C)c(=O)n1CC(=O)N1CCCCCC1,-10,14
Cc1nc(-c2ccccc2)sc1-c1nc(-c2ccccc2)ncc1S(=O)(=O)c1ccccc1,18,5
COc1cc(C(C)=O)ccc1OCC(O)CN1CCN(c2ccccc2)CC1 (stereo not drawn),-1,0

# Next entries.
SMILES,TAG inh,TAG inh DAPI viability
O=C(C1CCN(c2nc(-c3ccccc3)nc3c2CCC3)CC1)N1CCCC1,19,3
Cc1ccc(-c2nnc3ccc(SCC(=O)N4CCc5ccccc54)nn23)cc1,10,-9
CN(c1ccc(OCC(=O)OCc2nnc(-c3ccccc3)o2)cc1)S(=O)(=O)c1ccc(Cl)cc1,-6,-1
Cc1ccc2nc(N/C(=N/S(=O)(=O)c3ccc(F)cc3F)c3ccccc3)sc2c1,-7,2
O=C(Nc1cnn(Cc2ccc(Cl)cc2)c1)c1ccc([N+](=O)[O-])cc1,-63,-1
COc1ccc2c(C)cc(SCC(=O)Nc3c(C)n(C)n(-c4ccccc4)c3=O)nc2c1,5,-5
CN(C(=O)COC(=O)COc1ccccc1F)C1CCS(=O)(=O)C1 (stereo not drawn),2,-10
C#CCNC(=O)C1=C[C@@H](c2coc3ccccc3c2=O)[C@H](CCCO)[C@@H](OCC)O1,-5,4
COC(=O)c1cc(OC)c(OC)cc1NC(=S)N1CCCC1,-16,5
OC[C@@H]1CN(Cc2ccc(Cl)cc2)C[C@H](n2cnc3c(NC4CCC4)ncnc32)O1,0,8
Nc1cc(=O)[nH]c(SCC(=O)Nc2cc([N+](=O)[O-])ccc2Cl)n1,10,-14
O=C(/C=C/c1ccc([N+](=O)[O-])cc1)OCc1cnc(-c2ccccc2)o1,6,-4
COc1ccc(C(=O)NNS(=O)(=O)c2ccccc2)cc1OC,-4,8
CCC1([N+](=O)[O-])COC(c2ccc(Cl)cc2)OC1 (stereo not drawn),-1,1
O=c1cc(COc2ncnc3c(Cl)cc(Cl)cc23)nc2sccn12,3,-4
COc1cc(OC)cc(-c2cc3ccc(F)cc3cn2)c1,10,-9
O=C(NCCc1nnc2ccc(SCC(=O)N3CCCC3)nn12)c1ccccc1,2,0
Cc1ccc(-c2nc3cc(NC(=O)C(C)C)ccc3o2)cc1,8,13
COCC(=O)NNC(=O)c1ccc(OC)cc1,19,-3
O=C(NCCc1cccs1)C1CC(c2c(Cl)cccc2Cl)=NO1 (stereo not drawn),9,0
CC(=O)NC1=NN(C(C)=O)C(c2ccc(F)cc2)S1 (stereo not drawn),0,5
Cc1c(O)c(C)c2c(c1O)C(=O)C[C@@H](c1ccccc1)O2,7,0
O=C(CN1CCOCC1)NCCC12CC3CC(CC(C3)C1)C2,-12,8
Cc1ccc(S(=O)(=O)NC(C)C(=O)NCc2ccc(Cl)cc2)cc1 (stereo not drawn),-1,0
CCOc1ccccc1NC(=S)N(CCC(C)C)C1CCN(C(C)=O)CC1,-2,-6

# More records
SMILES,TAG inh,TAG inh DAPI viability
O=S(=O)(Nc1ccc(Cl)cn1)c1cccc(S(=O)(=O)c2ccccc2)c1,5,6
CC(C)COC(=O)C(C#N)c1nc2ccccc2nc1N1CCN(Cc2ccccc2)CC1 (stereo not drawn),22,6
CCN(CC)C(=O)Nc1ccc(C(=O)OC)cc1,27,-18
COc1cc(C=C2C(=O)OC(c3ccccc3)OC2=O)cc(Br)c1O (stereo not drawn),18,-3
O=C(CN1C(=O)C2C3C=CC(C3)C2C1=O)OCC(=O)c1ccc(Cl)cc1 (stereo not drawn),-1,7
Cn1c(/N=C/c2c[nH]c3ccccc23)nc2ccccc21,-2,1
O=c1cc(N2CCN(c3ccccc3Cl)CC2)[nH]c(=O)n1Cc1ccc(F)cc1,5,-13
CSc1ccccc1C(=O)N1CCN(c2cccc(Cl)c2)CC1,-13,1
CCOC(=O)/C(C#N)=C/N=c1ccc(C)cn1C,-1,0
COc1ccccc1OCC(=O)Nc1c2c(nn1-c1ccc(F)cc1)CS(=O)(=O)C2,14,-5
O=C(O)CCC(=O)Nc1cccc2cccnc12,11,-10
CCOC(=O)c1cc(C)nc(Sc2ccc(C)cc2)c1C#N,-9,9
Cc1cc(SCC(=O)N2CCCC2=O)nc2c(C)cccc12,15,-16
Cc1ccc(NC(=O)CCn2cnc3ccccc3c2=O)cc1,-9,13
CC(C)(C)n1nnnc1C(c1cccnc1)N(Cc1ccccc1)Cc1ccco1 (stereo not drawn),16,-3
Cc1cccc(C)c1OCC(=O)Nc1ccccc1C(F)(F)F,-13,5
CCOC(=O)C[C@H]1c2cc(F)ccc2S(=O)(=O)N1c1cccc(OC)c1,-7,12
CCC(C)C(NC(=O)C1CCC(C)CC1)C(=O)Nc1ccc(OC)cc1OC (stereo not drawn),16,-7
C/C(CCc1ccc2c(c1)OCO2)=N\NC(=S)NC(C)C,-19,9
CCCCn1c(N)c(N(CCOC)C(=O)C2CCN(C(=O)c3ccc(Cl)cc3)CC2)c(=O)[nH]c1=O,9,-16
C[C@H]1COC(=O)[C@H](CC(=O)OC(C)(C)C)C/C=C\C[C@@H](CC(=O)N[C@@H](CO)Cc2ccccc2)C(=O)N1,-33,4
COc1ccc(C)cc1S(=O)(=O)N1CCc2ccccc2C1,-8,2
C[C@H](CO)N1C[C@H](C)[C@@H](CN(C)C(=O)Nc2ccc(C(F)(F)F)cc2)Oc2c(NS(=O)(=O)c3ccccc3)cccc2C1=O,7,-3
CCc1noc(C)c1C(=O)NC1CCCc2c1cnn2-c1ccc(C(C)(C)C)cc1 (stereo not drawn),2,-5
COc1ccc(CC(=O)Nc2c3c(nn2C(C)(C)C)CS(=O)C3)cc1 (stereo not drawn),10,9

# The listing continues:
SMILES,TAG inh,TAG inh DAPI viability
COc1ccc(NC(=O)N(C)C[C@H]2Oc3c(NC(=O)Nc4ccc5c(c4)OCO5)cccc3C(=O)N([C@H](C)CO)C[C@@H]2C)cc1,-92,6
O=C(NCC(c1ccco1)N1CCCCC1)c1ccc(S(=O)(=O)Nc2ccccc2Cl)cc1 (stereo not drawn),-3,13
CC1CN(S(=O)(=O)c2ccc(C(=O)NCCCn3ccnc3)cc2)CC(C)O1 (stereo not drawn),-1,3
Cc1ccc2oc(=O)n(CCCOc3ccccc3C)c2c1,9,-9
Cc1cc(C(F)F)n2ncc(C(=O)N3CCCCC3)c2n1,11,-2
Cc1ccc2oc(C(=O)Nc3cc(C)on3)c(C)c2c1,1,-3
OCCC1CN(Cc2cccn2-c2ccccn2)CCN1Cc1ccccc1 (stereo not drawn),-4,3
O=C(Nc1ccc(N2CCN(c3ccccc3)CC2)c(F)c1)C1CC1,-55,0
CC1CCN(c2c([N+](=O)[O-])c(=O)n(-c3ccccc3)c3ccccc23)CC1,23,-11
COc1ccc(-n2c(Cn3c(=O)sc4ccccc43)nnc2SCC(=O)N2CCOCC2)cc1,-14,7
CCCc1noc2c1/C(=N\O)CCC2,11,-1
COc1ccc(OCCC(=O)NC2=NCCS2)cc1,-5,9
CSc1ccc(/C=C/c2ccc3cccc(O)c3n2)cc1,24,5
O=C(OCC(=O)N(Cc1ccccc1)Cc1ccccc1)c1ccccc1O,-17,-4
COc1ccccc1CCC(=O)NNC(=O)Cn1nc(C)cc1C,-1,-3
COc1ccccc1/C=C/C(=O)OCC(=O)Nc1ccc2c(c1)OCCO2,-8,-5
COC(=O)c1sccc1S(=O)(=O)Nc1ccc(N2CCCCC2)cc1,-18,1

# Of the compounds above, 13 contain fluorine.
SMILES,TAG inh,TAG inh DAPI viability
CN1CCN(S(=O)(=O)c2cccc(C(=O)Nc3cc(C(F)(F)F)ccc3N3CCCC3)c2)CC1,25,-4
O=C(CCCC(=O)NCc1ccc(F)cc1)NCc1ccc(F)cc1,-12,6
Cc1ccc2nc(N/C(=N/S(=O)(=O)c3ccc(F)cc3F)c3ccccc3)sc2c1,-7,2
CN(C(=O)COC(=O)COc1ccccc1F)C1CCS(=O)(=O)C1 (stereo not drawn),2,-10
COc1cc(OC)cc(-c2cc3ccc(F)cc3cn2)c1,10,-9
CC(=O)NC1=NN(C(C)=O)C(c2ccc(F)cc2)S1 (stereo not drawn),0,5
O=c1cc(N2CCN(c3ccccc3Cl)CC2)[nH]c(=O)n1Cc1ccc(F)cc1,5,-13
COc1ccccc1OCC(=O)Nc1c2c(nn1-c1ccc(F)cc1)CS(=O)(=O)C2,14,-5
Cc1cccc(C)c1OCC(=O)Nc1ccccc1C(F)(F)F,-13,5
CCOC(=O)C[C@H]1c2cc(F)ccc2S(=O)(=O)N1c1cccc(OC)c1,-7,12
C[C@H](CO)N1C[C@H](C)[C@@H](CN(C)C(=O)Nc2ccc(C(F)(F)F)cc2)Oc2c(NS(=O)(=O)c3ccccc3)cccc2C1=O,7,-3
Cc1cc(C(F)F)n2ncc(C(=O)N3CCCCC3)c2n1,11,-2
O=C(Nc1ccc(N2CCN(c3ccccc3)CC2)c(F)c1)C1CC1,-55,0

# This is a subset; the hit share may differ from the screen's.
